Assay outcomes: PubChem BioAssay, National Center for Advancing Translational Sciences (NCATS)
FLuc counter = qHTS profiling assay for firefly luciferase inhibitor/activator using purifed enzyme and Km concentrations of substrates (counterscreen for miR-21 project) | purified FLuc, Km substrates, luminescence inhibition | 360,000 compounds, 6.9% hits | Luciferin 4-monooxygenase (Photinus pyralis), P08659 | Potency, µM (series often up to 57.5 µM), for inactives: at the top dose activity change, negative = inhibition, usual class: inhibitors;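 further: plate controls were vehicle for no effect and reference inhibitor for full effect; nearly all actives have a fitted effect of over 55% in size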
Target sequence (P08659 whole entry, looked up): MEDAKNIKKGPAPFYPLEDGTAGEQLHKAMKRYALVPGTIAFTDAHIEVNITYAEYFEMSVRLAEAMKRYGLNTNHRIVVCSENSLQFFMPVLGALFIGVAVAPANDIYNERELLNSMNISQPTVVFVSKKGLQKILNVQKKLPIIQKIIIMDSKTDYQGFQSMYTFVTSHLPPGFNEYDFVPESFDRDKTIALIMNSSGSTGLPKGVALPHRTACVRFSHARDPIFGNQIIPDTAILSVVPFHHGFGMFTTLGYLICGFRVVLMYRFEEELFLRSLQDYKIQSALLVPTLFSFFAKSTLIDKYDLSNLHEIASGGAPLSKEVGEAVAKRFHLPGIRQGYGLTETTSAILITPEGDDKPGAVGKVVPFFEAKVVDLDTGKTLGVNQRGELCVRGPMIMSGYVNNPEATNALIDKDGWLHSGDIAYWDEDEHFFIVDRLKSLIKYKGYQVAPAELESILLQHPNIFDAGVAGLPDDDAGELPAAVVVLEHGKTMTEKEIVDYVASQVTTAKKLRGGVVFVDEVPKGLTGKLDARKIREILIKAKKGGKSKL
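Biochemical qHTS of compounds, final roughly 60 µM downward over six points, against 10 nM purified firefly luciferase using Km concentrations of substrates (10 uM D-luciferin, 10 uM ATP) in Tris acetate pH 7.5 buffer; luminescence output.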
ELG1 genotoxic = qHTS screen for small molecules that induce genotoxicity in human embryonic kidney (HEK293T) cells expressing luciferase-tagged ELG1; HEK293T ELG1-luciferase reporter, luminescence, 16 h; Potency, µM (top dose mostly 46 µM), for the others: at the highest dose activity change, positive = activation, usual class: activators; 330,000 compounds, 1.3% hits; further: % of control where 0% means no effect; nearly all actives have a fitted effect of over 60% in size
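HEK293T cells expressing luciferase-tagged ELG1 were exposed to compound or DMSO vehicle for 16 hr at 37 °C and 5% CO2. Luciferase activity was then measured with ONE-Glo after 30 min at room temperature.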
uPA generation = qHTS for Inhibitors of Cell Surface uPA Generation; AID 540303, 2011; cell surface uPA generation assay, qHTS; Potency, µM (top dose mostly 38.3 µM), without a hit: top-dose activity change, negative = inhibition, most hits filed as inhibitors; 330,000 compounds, 0.31% hits; active means well fitted inhibition curve with a large enough effect; inconclusive means small, poorly fitted or top-dose-only effect; inactive means no such curve, though single readings can be large or run the other way; tested in mouse RAW 264.7 cells; further: on the % scale 0 is the no-effect control and ±100 the full control effect; nearly all actives have a fitted effect of over 55% in size
BRCA1 expr act = qHTS Assay to Identify Small Molecule Activators of BRCA1 Expression; MCF7-BRCA1-FFLuc reporter, luminescence, 48 h; response scale: scaled: vehicle 0%, 10 µM genistein 100%; Potency, µM (doses to about 46.1 µM), inactives show top-dose activation, most hits filed as activators; 380,000 compounds, 1.1% hits; AID 624202, 2012; further: nearly all actives have a fitted effect of over 80% in size; some results filed as inactive show a strong effect at the top dose
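MCF7 cells carrying a BRCA1-firefly luciferase reporter (2000 cells/well, phenol-red free MEM) were attached for 2 h at 37 °C, then given compounds for 48 h. Luminescence was read 15 min after luciferase reagent; activity normalized to genistein (10 microM) and DMSO.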
RORg inh = qHTS for inhibitors of ROR gamma transcriptional activity. Nuclear receptor ROR-gamma (Mus musculus), P51450. 310,000 compounds, 5.4% hits. Potency, µM (doses to about 53.6 µM), for inactives: at the top dose activity change, negative = inhibition, actives largely listed as inhibitors. Drosophila S2 Gal4-RORgamma UAS-luciferase reporter, 20 h; further: on the % scale 0 is the no-effect control and ±100 the full control effect; nearly all actives have a fitted effect of over 60% in size
Target sequence (P51450 whole entry, looked up, the tested form may be a part): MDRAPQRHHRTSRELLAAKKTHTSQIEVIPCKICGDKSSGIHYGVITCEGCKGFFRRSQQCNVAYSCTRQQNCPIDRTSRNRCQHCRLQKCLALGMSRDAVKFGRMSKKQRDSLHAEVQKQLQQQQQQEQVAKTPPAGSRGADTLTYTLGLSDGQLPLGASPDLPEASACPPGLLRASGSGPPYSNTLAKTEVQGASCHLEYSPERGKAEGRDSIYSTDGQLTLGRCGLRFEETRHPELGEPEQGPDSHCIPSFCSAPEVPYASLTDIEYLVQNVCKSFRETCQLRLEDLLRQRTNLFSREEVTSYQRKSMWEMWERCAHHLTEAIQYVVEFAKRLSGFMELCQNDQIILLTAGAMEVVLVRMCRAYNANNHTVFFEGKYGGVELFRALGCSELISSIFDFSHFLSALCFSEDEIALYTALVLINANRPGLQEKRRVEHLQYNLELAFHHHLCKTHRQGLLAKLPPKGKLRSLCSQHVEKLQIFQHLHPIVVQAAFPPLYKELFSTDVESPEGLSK
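Schneider cells (Drosophila), stable Gal4 DBD–ROR gamma + UAS-luc; 1 hr cmpd preincubation; Cu2+ induction 700 uM final; 20 hr ambient; luminescence.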
NPC1 prom act = qHTS Assay for NPC1 Promoter Activators; Huh7 NPC1 promoter luciferase reporter, 24 h; Potency, µM (doses to about 9.22 µM), for inactives: at the highest dose activation, usual class: activators; 320,000 compounds, 2.4% hits; AID 485313, 2010;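 further: % of control where 0% means no effect; nearly all actives have a fitted effect of over 60% in size; reporter is driven by a mutant NPC1 promoter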
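Huh7 reporter cells (NPC1 promoter driving luciferase) are dosed with compound for 24 h at 37 °C, 5% CO2; luciferase detection reagent is then added and luminescence measured after 10 min at ambient temperature.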
Rab9 promoter act = qHTS Assay for Rab9 Promoter Activators | Huh7 Rab9 promoter-luciferase reporter, luminescence, 24 h | Potency, µM (highest dose often 9.22 µM), inactives show at the highest dose activation, negative = inhibition, hits mostly activators | 320,000 compounds, 2.8% hits; further: % of control where 0% means no effect; nearly all actives have a fitted effect of over 60% in size
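Luciferase signal after 10 min detection reagent at ambient indicates Rab9 promoter upregulation; stably transfected Huh7 cells were treated 24 h with compound in DMSO at 37 °C, 5% CO2.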
VP16 counter = VP16 counterscreen qHTS for inhibitors of ROR gamma transcriptional activity. Drosophila S2 Gal4-VP16 UAS-luciferase, luminescence, 20 h. Potency, µM (top dose mostly 53.6 µM), without a hit: at the highest dose activity, negative = inhibition, usual class: inhibitors. 310,000 compounds, 3.5% hits. AID 2546, 2010;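 further: Gal4-VP16 expression switched on by copper sulfate through the metallothionein promoter; on the % scale 0 is the no-effect control and ±100 the full control effect; nearly all actives have a fitted effect of over 50% in size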
MBNL1 CUG block = qHTS Assay for Inhibitors of MBNL1-poly(CUG) RNA binding. TR-FRET MBNL1-His/biotin-(CUG)12 binding, 665/545 ratio. 280,000 compounds, 0.036% hits. Potency, µM (top dose mostly 57.5 µM), without a hit: top-dose activity change, negative = inhibition, usual class: inhibitors; active means well fitted inhibition curve with a large enough effect in the signal ratio, with a control signal flat, not every such curve was filed as active; inconclusive means small, poorly fitted or top-dose-only effect, or effect the other way, or a change in a side signal; inactive means no such curve, though single readings can be large or run the other way; the % refers to the signal ratio; further: on the % scale 0 is the no-effect control and ±100 the full control effect
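Inhibition of protein-RNA binding appears as loss of TR-FRET between terbium anti-His antibody on MBNL1-His and streptavidin-XL665 on biotin-(CUG)12. Activity is normalized to buffer-only and uninhibited-complex controls.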
p53 reactivator = qHTS assay for re-activators of p53 using a Luc reporter; AID 504706, 2011; Potency, µM (highest dose often 92.2 µM), without a hit: at the highest dose activity change, positive = activation, hits mostly activators; 320,000 compounds, 0.063% hits; H1299 p53-A138V BP100-luciferase reporter, luminescence, 24 h; further: % of control where 0% means no effect; nearly all actives have a fitted effect of over 45% in size
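p53-null H1299 cells stably carrying temperature-sensitive p53-A138V and a BP100-luciferase reporter were pinned with compounds (4-point, 1:5 series) and held 24 hrs at 37 deg C. Luminescence was read 10 min after detection reagent.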
Numbers without * were called inactive; ? = inconclusive; . = not tested or not shown; ! = a repeat was not active; [ ] = dose if it differs, or a comment. Unless noted, the call rests on the fitted dose curve; in most records, active means well fitted curve in the direction sought with a large enough effect; inconclusive means small, poorly fitted or top-dose-only effect, or another doubt; inactive means no such curve, though single readings can be large; an effect the other way counts as inactive or inconclusive. Potency means the concentration at half of the fitted maximal effect. Some of the compounds tested. The share of hits here may be higher or lower than overall.

Results follow in this order: FLuc counter, ELG1 genotoxic, uPA generation, BRCA1 expr act, RORg inh, NPC1 prom act, Rab9 promoter act, VP16 counter, MBNL1 CUG block, p53 reactivator
> CCN(CC)S(=O)(=O)c1cccc(N=Nc2c(O)n(CC)c(=S)n(CC)c2=O)c1
→ -19%, -10%, -10%, -86%, 12%, 9%, 7%, 0%, 5%, 0%
> CCC(C)C1NC(=O)C(C(C)=O)=C1O (centres undefined)
→ 3%, ?, 7%, -10%, -10%, -3%, -3%, ?, 1%, -3%
> C[C@]12CCC3C(CC[C@H]4C[C@@H](O)CC[C@]34C)C1C[C@@H](O)[C@]2(C)O (some centres undefined)
→ ., 2%, 4%, -11%, ., ., ., ., ., -1%
> N#CC12CNCC1CN=N2 (centres undefined)
→ -1%, 0%, -6%, -3%, -10%, -3%, -4%, 4%, -3%, 0%
> CNC(C)Cc1ccccc1 (centres undefined)
→ ., -1%, 5%, 5%, ., ., ., ., ., -3%
> CCCC1=C(C(=O)OCC)C2(C(=O)Nc3ccc(C)cc32)C(C#N)=C(N)O1 (centres undefined)
→ 2%, 3%, ., -22%, 8%, -1%, 5%, 6%, 3%, -4%
> Cn1c(=O)n(C)c2cc([N+](=O)[O-])c(N3CCNCC3)cc21
→ 2%, -7%, 3%, 3%, -16%, -4%, -8%, 5%[10 µM], ?, 3%
> NS(=O)(=O)c1ccc(N=Cc2c(O)n(-c3ccccc3)c(=O)[nH]c2=O)cc1
→ -2%, -1%, 7%, -10%, 9%, -5%, -5%, 8%, 4%, 1%
> CCOC(=O)C(=O)NC1CCSC1=O (centres undefined)
→ 1%, -1%, 0%, -2%, -17%, 3%, 8%, -3%, -4%, -2%
> CC(C)[C@@]1(NC(=O)[C@@H]2C[C@@H]3c4cccc5[nH]cc(c45)C[C@H]3N(C)C2)O[C@@]2(O)[C@@H]3CCCN3C(=O)[C@H](Cc3ccccc3)N2C1=O
→ -7%, -2%, ?, 8%, 2.8µM*!, 2%[46.1 µM], -10%[46.1 µM], ?, 14%, 6%
> COC(=O)C1=C(c2ccc(OC(F)(F)F)cc2)C[C@@H]2CC[C@H]1N2C(=O)NCC1CC1
→ -1%, 0%, -17%, ., ., -3%, -4%, ., ., -5%
> NC1=C([N+](=O)[O-])C(c2ccc3c(c2)OCO3)c2c(c3ccccc3oc2=O)O1 (centres undefined)
→ 4%, 2%, -6%, -34%, -15%, -2%, 2%, 20%, 4%, 2%
> COc1ccc(S(=O)(=O)Nc2ccccc2OC)cc1N=Nc1c(O)[nH]c(=S)[nH]c1=O
→ ., ?, -2%, -40%, ., ., ., ., ., -24%
> CCc1c(C)nc(N)nc1N1N=C1SCC(=O)OC
→ 0%, 2%, 0%, -5%, -3%, -12%, 1%, 1%, -8%, 7%
> C#C[C@@]1(O)CCC2C3CCC4=C/C(=N/OCC(=O)NC(CCC(N)=O)C(=O)O)CC[C@]4(C)C3CC[C@@]21C (some centres undefined)
→ -5%, 0%, -9%, -4%, -5%, -1%, -4%, -10%, 0%, 6%
> CCC(=O)N1CC(=O)Nc2ccc(Br)cc2C1c1ccccc1 (centres undefined)
→ 0%, 7%, -7%, 2%, 4%, -2%, 6%, -28%, 4%, 1%
> CC(C)OP(=O)(OC(C)C)C(O)c1cccnc1 (centres undefined)
→ 0%, 1%, 3%, -4%, -2%, -1%, -10%, 5%, 4%, 0%
> Cc1ccc(N2C(=O)NC(=O)C3(Cc4ccccc4N4CCCC43)C2=O)cc1 (centres undefined)
→ -2%, 1%, -5%, 2%, 0%, 0%, 1%, -2%, 11%, 8%
> Clc1ccccc1CN1CCN(c2cccc3[nH]ccc23)CC1
→ -14%, -2%, 2%, -7%, 1%, 3%, -4%, -12%, -19%, -2%
> CSc1nnc([C@@H](N)Cc2c[nH]c3ccccc23)o1
→ 1%, 4%, 2%, -2%, -2%, -3%, -8%, 7%, -9%, 15%
> O=C(c1cc2ccccn2n1)N1CCN(Cc2ccccc2)CC1
→ ?, 3%, -1%, 10µM*, ?, ?, ?, 12%, -8%, ?
> CCOC(=O)c1ccc2[nH]c(-c3ccc(S(=O)(=O)F)cc3)cc(=O)c2c1
→ -10%, 4%, 1%, 0%, -4%, -6%, 1%, 4%, 4%, 0%
> O=[N+]([O-])c1ccc(-c2ccc(C=Nc3cccc4ccccc34)o2)cc1
→ -10%, -2%, -20%, 14%, 3%, -3%, 1%, -6%, ?, 5%
> CN1OCC2Cn3c(nc4ccccc43)C21 (centres undefined)
→ -1%, 1%, 17%, 21%, 5%, -3%, -4%, 8%, -3%, -1%
> Cc1c(C)c2ccc(OCC(=O)N3CCN(Cc4ccccc4)CC3)cc2oc1=O
→ ., 1%, -1%, 2%, ., ., ., ., ., 2%
> CC(Cl)(Cl)/C(=N/P(=S)(N1CCOCC1)N1CCOCC1)N1CCOCC1
→ 0%, 0%, 0%, 20%, -9%, -3%, 7%, 1%, 2%, -2%
> CNC(=O)Oc1ccc(-c2cn3cc(C)ccc3n2)cc1
→ 0.34µM*, ?, -11%, ., 2µM*, 0.35µM*, 0.32µM*, 4µM*, ?, 28%
> CCOP(=O)(OCC)c1cccc(P(=O)(c2ccccc2)c2ccccc2)c1O
→ 3%, 3%, 0%, -7%, ?, -3%, -5%, 3%, -4%, 0%
> O=C(c1cc(S(=O)(=O)N2CCCCC2)ccc1F)N1CCC2(CC1)OCCO2
→ 0%, 1%, -11%, 5%, 0%, 2%, 0%, 9%, -4%, 1%
> OC(CNCCc1c[nH]c2ccccc12)C(F)(F)F (centres undefined)
→ 1%, 0%, -1%, -3%, -9%, 0%, -2%, 0%, -6%, 0%

Quoted from above, 5 compounds:
Results follow in this order: FLuc counter, ELG1 genotoxic, uPA generation, BRCA1 expr act, RORg inh, NPC1 prom act, Rab9 promoter act, VP16 counter, MBNL1 CUG block, p53 reactivator
> CCN(CC)S(=O)(=O)c1cccc(N=Nc2c(O)n(CC)c(=S)n(CC)c2=O)c1
→ -19%, -10%, -10%, -86%, 12%, 9%, 7%, 0%, 5%, 0%
> CCC(C)C1NC(=O)C(C(C)=O)=C1O (centres undefined)
→ 3%, ?, 7%, -10%, -10%, -3%, -3%, ?, 1%, -3%
> C[C@]12CCC3C(CC[C@H]4C[C@@H](O)CC[C@]34C)C1C[C@@H](O)[C@]2(C)O (some centres undefined)
→ ., 2%, 4%, -11%, ., ., ., ., ., -1%
> N#CC12CNCC1CN=N2 (centres undefined)
→ -1%, 0%, -6%, -3%, -10%, -3%, -4%, 4%, -3%, 0%
> CNC(C)Cc1ccccc1 (centres undefined)
→ ., -1%, 5%, 5%, ., ., ., ., ., -3%

(next part)
Results follow in this order: FLuc counter, ELG1 genotoxic, uPA generation, BRCA1 expr act, RORg inh, NPC1 prom act, Rab9 promoter act, VP16 counter, MBNL1 CUG block, p53 reactivator
> CCCCn1c(N)c(C(=O)NCCN2CCOCC2)c2nc3ccccc3nc21
→ 2%, -2%, 3%, -33%, -12%, 2%, 7%, 3%, ?, -7%
> COP(=O)(OC)C(NC(C)=O)C(Cl)(Cl)Cl (centres undefined)
→ 4%, 4%, -9%, 0%, -2%, -1%, -5%, -9%[10 µM], -6%, -3%
> Cc1ccc(OCC(=O)NCCN2CCN(C(=O)COc3ccc(C)cc3)CC2)cc1
→ 4%, -1%, 1%, -4%, ?, -3%, 0%, 9%, 2%, 2%
> COc1ccccc1CC1/C(=N/O)C2CCN1CC2 (centres undefined)
→ 1%, -2%, 7%, 3%, 3%, 5%, 3%, -2%, -9%, -3%
> O=C(Cc1ccc(Cl)c(Cl)c1)NCC1(N2CCOCC2)CCCCC1
→ 2%, -7%, -5%, -5%, 14%, -6%, 3%, 7%, -4%, -2%
> Cc1ccsc1-c1nc(CSCC(=O)N2CCN(c3ccccc3)CC2)c(C)o1
→ 0%, -14%, ?, -49%, -4%, 0%, -6%, 5%, 23%, 0%
> COc1cc(OC)c(/C=C2\C(=O)Nc3ccccc32)c(OC)c1
→ -12%, -30%, 7.9µM*, -56%, ., -28%, -26%, ., ., -3%
> Cc1ccc(NP(=O)(Nc2ccc(C)cc2)Oc2ccccc2)cc1
→ 0%, 2%, 6%, 0%, 25%, 2%, 1%, -7%, -6%, -2%
> Cc1[nH]c2ccccc2c1C1=CCNCC1
→ -4%, -6%, ., 0%, -27%, 3%, -3%, -1%, ?, -10%
> CN(C)CCN=Cc1c(O)n(Cc2ccc3c(c2)OCO3)c(=S)[nH]c1=O
→ 5%, 0%, 1%, 3%, -10%, -2%, 1%, -17%, -1%, -2%
